RNase H inhibition: RNase H inhibition, HIV 1 Gag Pol polyprotein, FRET biochemical assay, screening (AID 372); HIV-1 RT RNase H, FRET RNA/DNA substrate fluorescence; higher % means a stronger effect; inhibition, % at 10 µM, or IC50 in µM where a hit was titrated; 100,000 compounds, 0.77% hits; in the data active means inhibition above about 50%
Starred values were filed as active, the others as inactive.

SMILES | RNase H inhibition
CC(C)(C)NC(=O)CCNS(=O)(=O)c1ccccc1[N+](=O)[O-] | 10%
COC(=O)C1=C(C)N(C)C(C)=C(C(=O)OC)C1c1cccc(C)c1 | 21%
COC(=O)c1ccc(/C=C(\C#N)C(=O)Nc2ccc(C)c(C)c2)cc1 | 33%
O=C(CNc1ccc(Cl)cc1)NN=C1CCCCCC1 | 3%
O=C(CSc1nc2ccccc2c(=O)[nH]1)c1ccccc1 | 0%
N#CCCn1cc(/C=C2\N=C(c3ccccc3)OC2=O)c(-c2ccc(Br)cc2)n1 | 7%
CCOc1ccc(NC2=C(Cl)C(=O)N(c3ccc(Br)cc3)C2=O)cc1 | 12%
COc1ccc(CNCc2ccc(F)cc2)c(OC)c1 | 8%
CC1CCN(c2cc(N3CCN(C(=O)c4ccc(F)cc4)CC3)c([N+](=O)[O-])cc2F)CC1 | 15%
O=C(/C=C/c1ccc(-c2ccc(Cl)cc2)o1)c1ccc([N+](=O)[O-])cc1 | 4%
Fc1ccc(N=Cc2ccccc2OCc2ccccc2)cc1 | 3%
Cc1ccc(C(=O)c2cc([N+](=O)[O-])ccc2N2CCCCC2)c(C)c1 | 6%
O=C(N/N=C/c1cccc(Oc2ccccc2)c1)c1ccncc1 | 0%
CCOC(=O)c1c(NC=O)sc2c1CCC2 | 9%
C=CCc1ccc(OCCCCOc2cccc(Cl)c2)c(OC)c1 | 7%

Another view of some results above.
> COC(=O)C1=C(C)N(C)C(C)=C(C(=O)OC)C1c1cccc(C)c1
  RNase H inhibition = 21%
> COC(=O)c1ccc(/C=C(\C#N)C(=O)Nc2ccc(C)c(C)c2)cc1
  RNase H inhibition = 33%
> O=C(CNc1ccc(Cl)cc1)NN=C1CCCCCC1
  RNase H inhibition = 3%
> O=C(CSc1nc2ccccc2c(=O)[nH]1)c1ccccc1
  RNase H inhibition = 0%

Next part
SMILES | RNase H inhibition
O=C(CSc1ccccn1)N/N=C\c1c[nH]c2ccccc12 | 10%
O=C(CN1CCCC1)NCC1COc2ccccc2O1 (stereo not drawn) | 0%
O=C1c2cccc3cccc(c23)C(=O)N1CCc1nc2sc3c(c2c(=O)[nH]1)CCCC3 | 8%
O=C(/C=C/c1ccccc1)Nc1cc(NC(=O)/C=C/c2ccccc2)cc(C(=O)O)c1 | 14%
Cc1ccc(N(CC(=O)O)S(C)(=O)=O)cc1 | 17%
CCOC(=O)C1=C(C)N=c2s/c(=C/c3ccc(-c4cc([N+](=O)[O-])ccc4Cl)o3)c(=O)n2C1c1cccs1 (stereo not drawn) | 17%
O=C1/C(=C\c2ccncc2)SC(=S)N1c1ccccc1 | 3%
COc1ccc(CC(=O)NNC(=O)c2ccc(Cl)cc2)cc1OC | 9%
O=C1C(=O)N(c2ccccn2)C(c2ccc(Cl)cc2)/C1=C(\O)c1ccccc1 (stereo not drawn) | 0%
CC1=C(C(=O)OC2CCCCC2)C(c2ccc(Cl)cc2)C2=C(CC(c3ccc(Cl)cc3)CC2=O)N1 (stereo not drawn) | 23%
CCc1cc2c(N3CCCCC3)ncnc2s1 | 0%
COc1ccccc1/C=C1\C(=O)NC(=S)N(c2ccc(Br)cc2C)C1=O | 7%
O=C(c1ccco1)N1CCN(Cc2cccc(F)c2)CC1 | 1%
O=C(c1ccccc1)c1cc(Cl)ccc1N=Cc1ccc(Br)s1 | 10%
O=S(=O)(c1ccc(Oc2ccc(S(=O)(=O)N3CCCCCC3)cc2)cc1)N1CCCCCC1 | 2%
Cc1ccccc1-n1nc(-c2ccc(N)cc2)cc1N | 12%
O=C1c2ccc(Oc3ccc([N+](=O)[O-])cc3)cc2C(=O)N1CCCO | 2%
C=CCOC(=O)C1=C(C)NC(C)=C(C(=O)OCC=C)C1c1ccccc1F | 2%
COC(=O)C1=C(C)NC(c2c(O)ccc3ccccc23)C(C(=O)OC)=C1C (stereo not drawn) | 11%
Cc1ccccc1N1C(=O)c2ccc(C(=O)O)cc2C1=O | 11%
O=C(Nc1ccc(NC(=O)c2cc(Br)ccc2Cl)cc1)c1ccccc1 | 11%
O=C(O)c1ccc(N2C(=O)C3C4c5ccccc5C(c5ccccc54)C3C2=O)cc1Cl (stereo not drawn) | 29%
CN(C)/C=C1\N=C(c2ccc(C(C)(C)C)cc2)OC1=O | 25%
C/C(=C\C(=O)c1ccccc1)Nc1ccccc1O | 0%
O=C1CC(c2ccc(Cl)cc2)CC2=C1C(c1ccccc1F)Nc1ccccc1N2 (stereo not drawn) | 0%
COc1cc(C2C(C#N)=C(N)SC(N)=C2C#N)ccc1O | 19%
Cn1c(SCC(=O)N/N=C/c2cccs2)nc2ccccc21 | 12%
COc1ccc(OC)c(NC(=S)NC(NC(=O)c2ccco2)C(Cl)(Cl)Cl)c1 (stereo not drawn) | 8%
O=[N+]([O-])c1cc2c(cc1/C=N/Nc1nc(Nc3ccc(F)cc3)nc(N3CCCCC3)n1)OCO2 | 5%
Cc1ccc(-c2csc(-c3c[nH]c4ccccc34)n2)cc1 | 15%
Cn1c(-c2ccccc2)cc(=O)c2ccccc21 | 0%
Cc1cc(C)c2nc(NC(=O)c3ccc(S(=O)(=O)N(C)C)cc3)sc2c1 | 4%
CCOc1cc(/C=C2\SC(=S)NC2=O)ccc1OCCOc1ccc(Cl)c(C)c1 | 12%
CCOc1ccc(NC(=O)Nc2nnc(COc3ccc([N+](=O)[O-])cc3)s2)cc1 | 14%
Cn1c(/N=C/c2c(O)ccc3ccccc23)nc2ccc(Br)cc21 | 21%
COc1ccc(N2C(=O)C(O)=C(C(=O)/C=C/c3ccccc3)C2c2cccc([N+](=O)[O-])c2)cc1 (stereo not drawn) | 8%
Cc1c(C(c2ccc3c(c2)OCO3)c2c(C)n(C)n(-c3ccccc3)c2=O)c(=O)n(-c2ccccc2)n1C | 0%
COC(=O)C1C(=O)CC(=O)CC1c1ccccc1 (stereo not drawn) | 0%
CCCC(=O)C1C(=O)CC(C)(C)CC1=O | 4%
CC(C)CC(NC(=O)c1cc([N+](=O)[O-])cc([N+](=O)[O-])c1)C(N)=O (stereo not drawn) | 6%
COc1ccc(Cl)cc1NC(=O)c1cc(-c2ccc(Cl)cc2)nc2ccccc12 | 0%
Cn1cnnc1SCC(=O)c1ccc(-c2ccccc2)cc1 | 4%
O=[N+]([O-])c1ccc(S(=O)(=O)Nc2cccc3ccccc23)cc1 | 9%
O=[N+]([O-])c1ccc(Nc2ccc(Br)cc2Br)c2nonc12 | 21%
Cc1ccc(C2C(C#N)=C(N)Oc3n[nH]c(C(C)(C)C)c32)s1 (stereo not drawn) | 3%

Retrieved by compound from the entries so far, seven records:
SMILES | RNase H inhibition
O=[N+]([O-])c1ccc(S(=O)(=O)Nc2cccc3ccccc23)cc1 | 9%
CCOc1cc(/C=C2\SC(=S)NC2=O)ccc1OCCOc1ccc(Cl)c(C)c1 | 12%
Cn1c(-c2ccccc2)cc(=O)c2ccccc21 | 0%
CC(C)CC(NC(=O)c1cc([N+](=O)[O-])cc([N+](=O)[O-])c1)C(N)=O (stereo not drawn) | 6%
CCOc1ccc(NC(=O)Nc2nnc(COc3ccc([N+](=O)[O-])cc3)s2)cc1 | 14%
Cn1cnnc1SCC(=O)c1ccc(-c2ccccc2)cc1 | 4%
COc1ccc(N2C(=O)C(O)=C(C(=O)/C=C/c3ccccc3)C2c2cccc([N+](=O)[O-])c2)cc1 (stereo not drawn) | 8%

Next section
SMILES | RNase H inhibition
CCN(CCNS(C)(=O)=O)c1ccc(N)c(C)c1 | 5%
O=C1CC(c2ccc(F)c(Br)c2)c2ccc3ccccc3c2N1 (stereo not drawn) | 24%
COC(=O)C1=C(O)/C(=C/c2ccc(O)cc2)N=C1C | 0%
O=C(Nc1nccs1)C1CC1(c1ccccc1)c1ccccc1 (stereo not drawn) | 9%
COc1ccc(C(=O)Nc2cc(Cl)ccc2Cl)cc1[N+](=O)[O-] | 3%
CN1c2ccccc2Sc2cc(N)ccc21 | 19%
O=C(Nc1ccc2oc(-c3ccccc3Br)nc2c1)c1ccccc1[N+](=O)[O-] | 6%
COc1ccc(N2C(=O)/C(=C/c3ccc(-c4ccc(F)cc4)o3)C(=O)NC2=S)cc1 | 13%
Cc1cc2nn(-c3ccccc3)nc2cc1NC(=O)COc1ccc(Cl)cc1 | 18%
COc1ccc(N2C(=O)/C(=C\c3cc(OC)ccc3O)SC2=S)cc1 | 22%
N#CCC(=O)N/N=C/c1ccc(O)cc1O | 3%
CCOC(=O)C1=C(c2ccccc2)N=C2SCC(=O)N2C1c1ccccc1 (stereo not drawn) | 6%
O=C1CCCCC1C1(O)C(=O)Nc2ccc(Br)cc21 (stereo not drawn) | 0%
CC(=O)Nc1cccc(Oc2ccc3c(c2)C(=O)N(c2ccc(C)c(Cl)c2)C3=O)c1 | 0%
Cc1cc(-n2c(C)cc(/C=C3\NC(=O)NC3=O)c2C)ccc1Br | 46%
Cn1c(N)c(C#N)c2c(c1=S)CCCC2 | 9%
CCOc1ccc(OCC)c(C(=O)O)c1 | 0%
CCC(CC)=NNC(=O)C(=O)NC(C)C | 7%
CCCOc1ccc(N2C(=O)CC(NCc3ccncc3)C2=O)cc1 (stereo not drawn) | 0%
O=C(COc1ccc(F)cc1)N/N=C/c1c(Cl)cccc1Cl | 18%
O=C(N/N=C/c1ccccc1[N+](=O)[O-])c1cc(O)cc(O)c1 | 3%
NC(=O)c1cccc(NC(=O)CCCCC(=O)Nc2cccc(C(N)=O)c2)c1 | 0%
CCCCOC(=O)C1=C(C)NC2=C(C(=O)CCC2)C1c1ccccc1 (stereo not drawn) | 3%
CCOC(=O)C1=C(C)N=c2s/c(=C\c3ccc(-c4ccc(C)cc4[N+](=O)[O-])o3)c(=O)n2C1c1cc(OC)ccc1OC (stereo not drawn) | 15%
COc1cc(C=O)ccc1OCc1c(F)cccc1Cl | 41%
COc1cc(OC)cc(C(=O)N2CCN(C(=O)COc3ccc4ccccc4c3)CC2)c1 | 5%
Cc1ccc(C)c(NC(=O)c2ccc(OCC(C)C)cc2)c1 | 0%
CN(Cc1ccccc1)CN1C(=O)S/C(=C/c2ccco2)C1=O | 9%
COc1cnn(-c2cccc(C(F)(F)F)c2)c(=O)c1Cl | 0%
O=[N+]([O-])c1ccc(N2CCN(S(=O)(=O)c3ccccc3)CC2)c(F)c1 | 5%

Rewritten field by field: entries from further up.
COc1cc(C=O)ccc1OCc1c(F)cccc1Cl
  RNase H inhibition: 41%
CCCCOC(=O)C1=C(C)NC2=C(C(=O)CCC2)C1c1ccccc1 (stereo not drawn)
  RNase H inhibition: 3%
O=C(N/N=C/c1ccccc1[N+](=O)[O-])c1cc(O)cc(O)c1
  RNase H inhibition: 3%
O=[N+]([O-])c1ccc(N2CCN(S(=O)(=O)c3ccccc3)CC2)c(F)c1
  RNase H inhibition: 5%

(more compounds)
SMILES | RNase H inhibition
COc1cc(/C=C2\C(=O)NC(=S)N(c3ccccc3)C2=O)ccc1OCc1ccccc1F | 13%
CCOC(=O)/C(=C\c1c(C)n(C)c2ccc([N+](=O)[O-])cc12)C(C)=O | 10%
CCOC(=O)/C=C/C(=O)Nc1nc(-c2ccc3ccccc3c2)cs1 | 3%
COc1ccc(NC(=S)NC(=O)c2ccc(Br)cc2)cc1 | 4%
O=C(CN1C(=O)c2ccccc2C1=O)Nc1cc(Cl)ccc1C(=O)O | 0%
COc1ccccc1N(CC(=O)N/N=C/c1ccc(OC)c([N+](=O)[O-])c1)S(=O)(=O)c1ccccc1 | 14%
CCOc1ccc(C(=O)N2CCN(c3cccc(Cl)c3)CC2)cc1 | 23%
CC(C)N(C)CCOC(=O)c1ccccc1I | 13%
CSc1nncn1/N=C/c1ccc(Br)cc1 | 8%
CCOC(=O)c1c(NC(=O)C(C)C)sc2c1CCC2 | 15%
O=C(/C=C/c1ccc(F)cc1)Nc1ccc(N2CCOCC2)cc1 | 16%
C/C(CCc1ccc2c(c1)OCO2)=N\N=C(/N)SC1CC(=O)N(c2ccc(Cl)cc2)C1=O (stereo not drawn) | 0%
NC(=O)CSc1nc2ccccc2n1Cc1ccccc1 | 11%
COc1c(Cl)cc(Cl)cc1/C=N/c1sc(C)c(C)c1C#N | 29%
COc1ccc(CC(=O)Nc2cccc(NC(=O)Cc3ccc(OC)cc3)c2)cc1 | 19%
COCCCNS(=O)(=O)c1ccc(OC)cc1 | 0%
CCc1ccc(C=Nn2c(-c3ccccc3)n[nH]c2=S)cc1 | 10%
CCOC(=O)c1sc(Nc2ccccc2)nc1-c1ccc([N+](=O)[O-])cc1 | 12%
COc1cccc(NS(=O)(=O)c2c(C)cc(C)cc2C)c1 | 2%
O=C(O)c1ccc2c(c1)C(=O)N(c1ccc(S)cc1)C2=O | 10%
Cc1ccc(C(=O)N/C(=C/c2cccnc2)c2nc3ccccc3[nH]2)cc1 | 7%
O=c1[nH]c2ccccc2c2nc3ccccn3c12 | 1%
CCOC(=O)C1=C(C)N=c2s/c(=C\c3ccc(OC)c(I)c3)c(=O)n2C1c1ccc2c(c1)OCO2 (stereo not drawn) | 42%
CCC(=O)N(CCC(c1ccccc1)C1CCOC(C)(C)C1)Cc1ccc(OC)cc1 (stereo not drawn) | 21%
CC(=O)C1=C(O)C(=O)N(c2ccccn2)C1c1ccccc1F (stereo not drawn) | 4%
COc1cc2c(cc1NC(=O)C/C(C)=N/NC(=O)c1ccoc1C)oc1ccccc12 | 13%
C=CCNC(=O)CN(c1cc(Cl)cc(Cl)c1)S(C)(=O)=O | 3%
CCc1ccc(C2C(C(=O)OC3CCCC3)=C(C)NC3=C2C(=O)CCC3)cc1 (stereo not drawn) | 13%
Cc1cc(Cl)ccc1NC(=O)c1ccc(CN2CCc3ccccc3C2)cc1 | 16%
COc1cc(/C=C2\C(=O)NC(=O)N(c3ccc(F)cc3)C2=O)cc(I)c1O | 16%
CCOC(=O)C1=C(C)N=c2s/c(=C/c3ccc(C)o3)c(=O)n2C1c1cc(OC)ccc1OC (stereo not drawn) | 7%
Cc1[nH]nc(Nc2cccc(Cl)c2)c1[N+](=O)[O-] | 3%
CCCCCCCN(C(=S)Nc1ccc(F)cc1)C1CC(=O)N(c2ccc(OCCC)cc2)C1=O (stereo not drawn) | 19%
CCOc1c(Br)cc(/C=C2/C(=O)NN(c3ccccc3)C2=O)cc1OC | 5%
Oc1cc(N=C/C=C/c2cccc(Br)c2)ccc1-c1nc2ccccc2o1 | 24%

From PubChem

Not all compounds are listed (hit frequency here may not be typical).
